TIM10 inh = growth inhibitors of TIM10 yeast strain; actives 1.4% (n = 330,000); S. cerevisiae TIM10 strain growth, BacTiter-Glo luminescence, 24 h; inhibition, % at 10 µM;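 active means inhibition of 40% or more at the single tested concentration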;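 further: wild-type TIM10 isogenic control strain grown at permissive 25 °C; 0% = DMSO yeast wells and 100% = minimal medium wells without yeast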
NALP3 yeast inh = NALP3 inhibition in yeast; actives 0.39% (n = 330,000); inhibition, % at 10 µM; Yeast reconstituted NLRP3/ASC/caspase-1, beta-gal luminescence, 24 h;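 active means inhibition of 50% or more; inactive means inhibition below 50%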;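 further: plate controls were induced DMSO wells for no effect and uninduced yeast grown without galactose for full effect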
ATG4B inhibitor = ATG4B (human) cysteine protease inhibition. Q9Y4P1. inhibition, % at 8.33 µM. ATG4B cleavage of LC3-PLA2, NBD-HPC fluorescence, 1 h. actives 0.51% (n = 340,000); in the data active means inhibition above about 40%
Target sequence (Q9Y4P1 whole entry, looked up): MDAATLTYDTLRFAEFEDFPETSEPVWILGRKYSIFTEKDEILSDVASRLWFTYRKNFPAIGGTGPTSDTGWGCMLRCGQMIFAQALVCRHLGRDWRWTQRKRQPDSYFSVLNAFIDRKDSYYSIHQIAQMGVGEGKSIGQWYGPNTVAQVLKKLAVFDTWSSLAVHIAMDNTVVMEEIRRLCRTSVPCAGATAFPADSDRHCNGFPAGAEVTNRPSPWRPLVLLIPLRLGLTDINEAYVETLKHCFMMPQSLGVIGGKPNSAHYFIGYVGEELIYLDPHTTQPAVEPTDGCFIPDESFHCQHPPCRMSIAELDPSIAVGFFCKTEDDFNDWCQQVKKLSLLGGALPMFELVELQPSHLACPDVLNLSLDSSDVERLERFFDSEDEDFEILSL
tim10-1 inh = growth inhibitors of tim10-1 mutant yeast | actives 2.2% (n = 330,000) | inhibition, % at 20 µM | S. cerevisiae tim10-1 ts strain growth, BacTiter-Glo, 24 h;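 active means inhibition of at least 40%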;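 further: mutant grown at 25 °C; 0% = DMSO wells with yeast and 100% = wells holding no yeast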
mIAP inh = blocks mouse intestinal alkaline phosphatase; purified mouse IAP, CDP-Star luminescence, 30 min; inhibition, % at 10 µM; actives 0.2% (n = 330,000); AID 2806;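 active means inhibition of at least 40% at 10 µM in the primary screen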;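 further: plate controls were DMSO with enzyme for no effect and no enzyme wells for full effect; values of inactives mirror those of a sister screen read the other way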
Apaf1 inhib = human Apaf-1 inhibition; reconstituted apoptosome caspase-3 activity, DEVD-Rh110 fluorescence; O14727; AID 489030; inhibition, % at 20 µM; actives 0.71% (n = 330,000); active means inhibition of at least 40% at 20 µM;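 further: plate controls were DMSO wells for no effect and DEVD-CHO caspase inhibitor wells for full effect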
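Assay system – apoptosome proteins · Medium – Hepes buffer, pH 7.5 · Also added – cytochrome c with DEVD-Rh110 · Timing – 30 min compound preincubation, 50 min activation, room temperature · Detection – Rh110 fluorescence, excitation 480 nm, emission 540 nm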
hIAP act = human IAP activation; P09923; purified human IAP, CDP-Star luminescence, 30 min; stronger effect = higher value; 1 = vehicle-only enzyme, 0 = enzyme-free background; activation factor at 10 µM; actives 0.16% (n = 330,000);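 active means activation factor of the enzyme at least 2-fold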; further: the source names both 10 and 20 µM as test concentration; values of inactives mirror those of a sister screen read the other way
Target sequence (P09923 whole entry, looked up): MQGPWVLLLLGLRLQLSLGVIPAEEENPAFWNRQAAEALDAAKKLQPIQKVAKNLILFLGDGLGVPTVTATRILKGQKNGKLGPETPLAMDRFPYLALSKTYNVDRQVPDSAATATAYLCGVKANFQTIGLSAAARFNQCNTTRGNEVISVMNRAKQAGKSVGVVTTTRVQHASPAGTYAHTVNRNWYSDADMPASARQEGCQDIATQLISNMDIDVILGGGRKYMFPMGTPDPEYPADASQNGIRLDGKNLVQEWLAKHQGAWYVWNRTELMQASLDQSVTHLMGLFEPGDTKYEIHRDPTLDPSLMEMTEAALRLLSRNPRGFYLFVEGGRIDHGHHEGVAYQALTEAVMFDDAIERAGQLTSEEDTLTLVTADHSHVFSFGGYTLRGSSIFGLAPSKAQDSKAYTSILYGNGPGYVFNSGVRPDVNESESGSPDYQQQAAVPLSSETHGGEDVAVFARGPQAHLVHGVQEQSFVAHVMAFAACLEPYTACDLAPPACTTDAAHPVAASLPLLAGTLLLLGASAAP
mIAP activ = increases mouse intestinal alkaline phosphatase activity | muIAP, CDP-Star luminescence, 30 min; stronger effect = higher value; 1 = vehicle-only enzyme signal, 0 = enzyme-free wells | activation factor at 10 µM | actives 0.24% (n = 330,000) | AID 2805;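 active means activation factor of at least 2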; further: the source names both 10 and 20 µM as test concentration; values of inactives mirror those of a sister screen read the other way
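Assay system: mouse IAP enzyme; Reagent: CDP-Star chemiluminescent phosphatase substrate; Compound: DMSO-dissolved test compounds; Incubation: 30 min, room temperature; Technique: luminescence from enzymatic CDP-Star hydrolysis; Controls: DMSO-only wells and no-enzyme negative control.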
hIAP inh = blocks human intestinal alkaline phosphatase. inhibition, % at 10 µM. actives 0.12% (n = 330,000). AID 2544. purified IAP, CDP-Star luminescence, 30 min. P09923;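 active means inhibition reaching a set limit with compound at 10 µM in the primary screen, cut at about 35% in these data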;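 further: plate controls were DMSO wells with enzyme for no effect and no-enzyme buffer wells for full effect; values of inactives mirror those of a sister screen read the other way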
* hit, by the source's call; . = no result given.

SMILES	TIM10 inh	NALP3 yeast inh	ATG4B inhibitor	tim10-1 inh	mIAP inh	Apaf1 inhib	hIAP act	mIAP activ	hIAP inh
O=C(Oc1ccc(=O)n(-c2ccccc2)n1)c1ccccc1	16	3	4	16	7	-12	1	0.93	-3
CCC(CC)NC(=O)COC(=O)c1ccc2c(c1)C(=O)N(Cc1ccco1)C2=O	-22	-4	-8	-10	-4	2	1.1	1	-6
CCOC(=O)c1cnc(Nc2ccccc2)nc1C(F)(F)F	-9	38	-6	10	4	17	0.99	0.95	1
Cn1nc(C(C)(C)C)cc1C(=O)NCc1ccc(N2CCCC2=O)cc1	0	6	2	-5	3	-8	0.85	0.97	15
CC(CC(=O)N1CCN(c2cccc(Cl)c2)CC1)S(=O)(=O)c1ccc2c(c1)NC(=O)CO2 (centres undefined)	4	-2	-4	17	0	14	0.88	1	12
COc1ccc(Cl)cc1NC(=O)COC(=O)/C=C/c1c(C)nn(C2CCS(=O)(=O)C2)c1Cl (centres undefined)	7	1	-4	1	-1	12	0.96	1	4
COc1cc(/C=C(\C#N)c2[nH]nc(N)c2C#N)cc(OC)c1O	7	18	-10	10	24	-3	0.91	0.76	9
Cc1ccc(C(=O)NNC(=O)Cc2csc(-c3csc(C)n3)n2)cc1	1	4	6	-11	4	-10	1.5	0.96	-47
CCOC(=O)C1(CC2CC2)CCN(Cc2cnc(-c3ccccc3C)nc2)CC1	16	8	-1	24	1	11	0.96	0.99	4
Cc1cnc(NC(=O)c2cc3ccccc3o2)s1	6	37	-5	8	-4	8	1	1	-4
Cc1ccc(F)cc1CNC(=O)C1CCC(=O)N(CC2CCCCC2)C1 (centres undefined)	4	-14	6	-1	2	6	0.78	0.97	22
NNC(=O)c1cc(O)c(O)c(O)c1	2	8	-9	-4	63*	1	0.97	0.37	3
CCc1c(C)sc(NC(=O)c2noc(C)c2[N+](=O)[O-])c1C#N	-1	21	-17	9	11	-3	0.87	0.89	13
Cc1ccc(S(=O)(=O)N2CCC(C(=O)OCC(=O)N3CCCCC3C)CC2)cc1C (centres undefined)	-1	14	9	10	-7	11	0.99	1.1	0
O=C(C[C@H]1C/C=C\C[C@@H](Cc2ccc(F)cc2)C(=O)OC[C@@H]2CCCN2C1=O)NCCO	2	19	-5	16	-8	6	0.87	1.1	13

Printed as active in mIAP inh, among the entries above:
molecule,NALP3 yeast inh,ATG4B inhibitor,mIAP inh,hIAP act,mIAP activ,hIAP inh
NNC(=O)c1cc(O)c(O)c(O)c1,8,-9,63*,0.97,0.37,3

Additional entries
SMILES	TIM10 inh	NALP3 yeast inh	ATG4B inhibitor	tim10-1 inh	mIAP inh	Apaf1 inhib	hIAP act	mIAP activ	hIAP inh
Cc1nn(-c2ccccc2)c(C)c1NC(=O)COC(=O)c1ccc(S(=O)(=O)C(F)F)cc1	4	15	-6	19	1	3	1.3	0.99	-27
CCn1c(C(=O)O)c(CC(=O)Nc2cccc(C(F)(F)F)c2)c2ccccc21	8	16	4	-3	10	3	0.99	0.9	1
COc1cccc(C(=O)N/N=C/c2ccc(OC)c(COc3ccccc3C(N)=O)c2)c1	2	3	-16	2	-4	19	0.92	1	8
Cc1nnc(SC(C)C(=O)Nc2ccc(S(=O)(=O)N3CCCCC3)cc2)s1 (centres undefined)	-13	13	-7	16	-1	5	0.92	1	8
Cc1ccc(-n2c(SCC(=O)Nc3ccc4c5c(cccc35)CC4)nc(O)c(C)c2=O)cc1	8	7	1	12	14	7	1.1	0.86	-7
O=C(Nc1ccccc1)N1CCN(c2cccc(C(F)(F)F)c2)CC1	8	23	-11	11	-12	6	0.98	1.1	2
C#CCn1c(S(=O)(=O)Cc2ccc(C)cc2)nc(-c2ccccc2)c1-c1ccccc1	-11	14	-1	25	-4	11	0.86	1	14
COc1ccc2nc(SCC(=O)N3CCCCC3)c(C#N)cc2c1	3	6	-2	14	-6	8	1	1.1	0
C/C(=N/NC(=O)c1cccc(Br)c1)C1CC2CCC1C2 (centres undefined)	6	11	6	3	13	-6	1.2	0.87	-24
COC(=O)[C@@]12CCCCN1[C@H](c1ccc(-c3ccc(Cl)c(Cl)c3)c(OC)c1)[C@H]1C(=O)N(C)C(=O)[C@H]12	0	20	-10	4	10	29	0.94	0.91	6
CCN(Cc1cc(=O)n2ccsc2n1)Cc1nc2cc(OC)c(OC)cc2c(=O)[nH]1	-31	12	4	-13	-16	-7	1.5	1.2	-47
c1ccc(-n2cc(CN3CCCC3)c(-c3ccc4c(c3)OCO4)n2)cc1	-7	6	-31	1	-4	38	1.2	1	-20
C[C@@H]1NC(=O)[C@H](CCCN=C(N)N)NC(=O)c2cc([N+](=O)[O-])cc(I)c2OCC[C@@H](C(=O)NC(CC(=O)O)C(N)=O)NC1=O (some centres undefined)	-26	20	.	-20	7	12	1	0.93	0
Cc1cc(C)c(C#N)c(SCc2nc3ccccc3[nH]2)n1	44*	54*	-10	0	-6	9	1	1.1	0
CCCC1(c2ccccc2)NC(=O)N(C/C=C/Cl)C1=O (centres undefined)	12	19	5	-12	6	8	0.88	0.94	12

Single records, from the list above. Screens in order: TIM10 inh	NALP3 yeast inh	ATG4B inhibitor	tim10-1 inh	mIAP inh	Apaf1 inhib	hIAP act	mIAP activ	hIAP inh
Entry for CCN(Cc1cc(=O)n2ccsc2n1)Cc1nc2cc(OC)c(OC)cc2c(=O)[nH]1 → -31	12	4	-13	-16	-7	1.5	1.2	-47
Entry for C/C(=N/NC(=O)c1cccc(Br)c1)C1CC2CCC1C2 (centres undefined) → 6	11	6	3	13	-6	1.2	0.87	-24
Entry for Cc1nn(-c2ccccc2)c(C)c1NC(=O)COC(=O)c1ccc(S(=O)(=O)C(F)F)cc1 → 4	15	-6	19	1	3	1.3	0.99	-27
Entry for O=C(Nc1ccccc1)N1CCN(c2cccc(C(F)(F)F)c2)CC1 → 8	23	-11	11	-12	6	0.98	1.1	2
Entry for CCCC1(c2ccccc2)NC(=O)N(C/C=C/Cl)C1=O (centres undefined) → 12	19	5	-12	6	8	0.88	0.94	12

More records
SMILES	TIM10 inh	NALP3 yeast inh	ATG4B inhibitor	tim10-1 inh	mIAP inh	Apaf1 inhib	hIAP act	mIAP activ	hIAP inh
FC(F)(F)c1cccc(Cc2noc(CN3CCC(c4ccncc4)CC3)n2)c1	42*	10	-18	44*	-1	1	0.94	1	6
Cc1ccc(NC(=O)c2ccc(S(=O)(=O)N3CCCC3)cc2)cc1	-3	6	-4	31	3	-6	1.2	0.97	-24
COC(=O)CC1C(=O)NCCN1C(=O)c1ccc(S(=O)(=O)N2CCOCC2)cc1 (centres undefined)	-12	8	2	3	12	-6	0.99	0.88	1
N#Cc1nc(COc2cccc(Cl)c2)oc1NCc1ccncc1	25	8	-24	32	-6	1	0.94	1.1	6
CC[C@@]1(C(=O)OC)N[C@H](CN(C)C(=O)Nc2ccccc2)[C@@H]2C(=O)N(C)C(=O)[C@@H]21	10	7	-8	1	5	-7	1	0.95	-1
COC(=O)CC1C(=O)NC(C)=C1C(=O)OC (centres undefined)	0	12	.	-4	8	1	0.94	0.92	6
CCC(C)C(NC(=O)C(N)CC(C)C)C(=O)NC(CCC(=O)OCc1ccccc1)C(N)=O (centres undefined)	-13	-3	-2	-7	-2	-5	1.2	1	-18
CC(C)Oc1ccc(C(=O)OC(C)C(=O)Nc2nc(-c3cccc([N+](=O)[O-])c3)cs2)cc1 (centres undefined)	10	20	-1	26	5	11	0.89	0.95	11
Cc1ccc(NC(=O)COc2ccccc2C(=O)NCc2ccccc2)cc1	11	15	-9	21	-28	11	0.99	1.3	1
C=CCNC(=O)NC(=O)COC(=O)c1ccccc1Sc1ccc(C(F)(F)F)cc1[N+](=O)[O-]	17	8	-11	21	13	5	1.2	0.87	-15
CCc1nnc(SCc2ccc(OC)c(Br)c2)n1N	2	23	5	2	-13	-9	1.1	1.1	-7
CCCCCC(=O)N1CC2(CC(c3cccc(NC(=O)CC(c4ccccc4)c4ccccc4)c3)=NO2)C[C@@H]1C(N)=O (some centres undefined)	13	-13	-24	14	-71	19	0.9	1.7	10
Cc1cc(-c2nnc(CCC(=O)NC(C)c3cccc4ccccc34)o2)no1 (centres undefined)	6	20	-10	9	-3	-8	1.1	1	-11
CCCNC(=O)NC(=O)COC(=O)/C=C/c1cc(Br)ccc1F	14	-2	5	4	4	-19	1	0.96	0
CCC1Oc2ccccc2N(CC(=O)NC2CCCCC2)C1=O (centres undefined)	3	22	0	24	-6	10	1.1	1.1	-7
O=C(NCc1cccs1)c1cccn2c(=O)c3sccc3nc12	-12	4	-5	-6	4	4	1	0.96	-3
CCOc1ccc2nc(NC(=O)C3CCCO3)sc2c1 (centres undefined)	20	7	-16	27	-3	-19	1	1	0
COc1ccccc1C(=O)NCCC(=O)NC1CCCCC1C (centres undefined)	-4	1	-4	-17	-9	0	1.1	1.1	-8
C(=N\N=C\c1cccnc1)/c1cccnc1	3	7	5	14	-2	-10	1.1	1	-5
CCOc1ccc(Nc2oc(-c3ccco3)nc2C#N)cc1	0	29	3	10	2	-5	1.2	0.98	-21
Cc1ccc(NC(=S)NCc2ccc3[nH]c4c(c3c2)CCCC4)cc1	46*	27	0	47*	-141	31	0.89	2.4*	11
O=c1c2ccccc2c(-c2n[nH]c(=S)o2)nn1Cc1ccccc1	14	29	2	9	0	5	1.1	1	-7
COc1cc(CC(C#N)(CO)c2nc3ccccc3[nH]2)ccc1OC(F)F (centres undefined)	-5	6	4	-3	-4	-4	1.1	1	-12
Cc1ccc2c(c1)N(CC(=O)NCC1CCCO1)C(=O)C(C(C)C)O2 (centres undefined)	10	4	11	-16	6	-1	0.92	0.94	8
Nc1ccc2c(c1)C(=O)c1ccccc1C2=O	2	4	4	6	1	3	0.94	0.99	6
Cc1ccccc1CN1CCNC(=O)C1CC(=O)NCCN1CCCCC1=O (centres undefined)	5	8	-5	3	2	-4	1.3	0.98	-25
COc1ccc(N2CCN(CCCNS(=O)(=O)c3ccc4c(c3)oc(=O)n4C)CC2)cc1	-5	14	-4	-10	-10	7	0.93	1.1	7

Of the compounds above, these contain a COOH group.
SMILES	TIM10 inh	NALP3 yeast inh	ATG4B inhibitor	tim10-1 inh	mIAP inh	Apaf1 inhib	hIAP act	mIAP activ	hIAP inh
CCn1c(C(=O)O)c(CC(=O)Nc2cccc(C(F)(F)F)c2)c2ccccc21	8	16	4	-3	10	3	0.99	0.9	1
C[C@@H]1NC(=O)[C@H](CCCN=C(N)N)NC(=O)c2cc([N+](=O)[O-])cc(I)c2OCC[C@@H](C(=O)NC(CC(=O)O)C(N)=O)NC1=O (some centres undefined)	-26	20	.	-20	7	12	1	0.93	0

Screening results deposited in PubChem BioAssay by Sanford-Burnham Center for Chemical Genomics.
